# FLuc inh – Firefly luciferase inhibition profiling of diverse chemical library using quantitative high-throughput screening; Luciferin 4-monooxygenase (Photinus pyralis), P08659; purified P. pyralis luciferase, luminescence, biochemical; Potency, µM (titrated, usually from 115 µM), for inactives: at the top dose activity change, negative = inhibition, usual class: inhibitors; 2.5% of 76,000 active; note: potency is the fitted concentration of half-maximal effect; nearly all actives have a fitted effect of over 65% in size
# Target sequence (P08659 whole entry, looked up): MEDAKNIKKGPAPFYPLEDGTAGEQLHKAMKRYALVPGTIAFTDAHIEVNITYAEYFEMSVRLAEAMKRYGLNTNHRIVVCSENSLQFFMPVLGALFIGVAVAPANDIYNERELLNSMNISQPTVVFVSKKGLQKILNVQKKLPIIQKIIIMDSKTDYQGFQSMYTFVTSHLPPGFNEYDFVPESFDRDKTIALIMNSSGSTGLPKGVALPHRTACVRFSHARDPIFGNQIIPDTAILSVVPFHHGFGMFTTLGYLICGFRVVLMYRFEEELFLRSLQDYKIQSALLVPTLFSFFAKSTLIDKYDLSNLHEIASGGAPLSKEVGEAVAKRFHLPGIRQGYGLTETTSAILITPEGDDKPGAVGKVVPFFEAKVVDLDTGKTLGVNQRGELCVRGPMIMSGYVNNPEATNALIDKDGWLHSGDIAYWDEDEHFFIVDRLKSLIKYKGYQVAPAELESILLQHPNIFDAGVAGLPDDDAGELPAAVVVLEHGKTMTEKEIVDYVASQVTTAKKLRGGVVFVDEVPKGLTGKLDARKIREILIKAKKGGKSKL
#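 Inhibitors were tested against purified firefly luciferase in a biochemical, low-substrate format (both substrates at 10uM) and luminescence measured with a CCD imager.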
# HEK293 viab – GF-AFC viability counterscreen for inhibitors of alpha-synuclein gene (SNCA) expression | HEK-293-SNCA-luc viability, GF-AFC fluorescence, 24 h | Potency, µM (top dose mostly 57.1 µM), inactives show at the top dose activity change, negative = cytotoxicity, most hits filed as cytotoxic | 0.12% of 150,000 active | AID 1671193, 2021;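 note: potency is the fitted concentration of half-maximal effect; 0% = DMSO-treated cells and -100% = medium-only wells without cells; nearly all actives have a fitted effect of over 30% in size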
#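 HEK-293-SNCA-luc cells (1500/well) plated 24 h, then exposed 24 h to a dilution series; GF-AFC added 30 min at 37C, fluorescence 405/540 nm; normalised to medium-only and DMSO wells, Hill fit.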
# HEK cytotox – Cytotoxic Profiling in HEK 293 Cell Line of Diverse Libraries Using Quantitative High-Throughput Screening. HEK 293 viability, ATP luminescence (CellTiter-Glo), 48-72 h. Potency, µM (titrated, usually from 115 µM), for the others: at the highest dose activity change, negative = cytotoxicity, hits mostly inhibitors. 6.6% of 94,000 active. AID 1345083, 2018; note: potency is the fitted concentration of half-maximal effect; nearly all actives have a fitted effect of over 60% in size
#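 250 HEK 293 cells/well; compound by pintool; incubated 48 or 72 hr at 37 degree Celsius; CellTiter-Glo added, 10 min RT, luminescence imaged.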
# GPT2 inhibitor – Primary qHTS assay for inhibitors of Glutamate pyruvate transaminase 2 (GPT2); Alanine aminotransferase 2 (Homo sapiens), Q8TD30; Recombinant GPT2, coupled pyruvate oxidase/HRP Amplex Red fluorescence; Potency, µM (highest dose often 57.7 µM), without a hit: at the top dose activity change, negative = inhibition, most hits filed as inhibitors; 0.25% of 100,000 active; AID 1671188, 2021; note: potency is the fitted concentration of half-maximal effect; nearly all actives have a fitted effect of over 60% in size; many of its hits are not listed in these tables
# Target sequence (Q8TD30 whole entry, looked up): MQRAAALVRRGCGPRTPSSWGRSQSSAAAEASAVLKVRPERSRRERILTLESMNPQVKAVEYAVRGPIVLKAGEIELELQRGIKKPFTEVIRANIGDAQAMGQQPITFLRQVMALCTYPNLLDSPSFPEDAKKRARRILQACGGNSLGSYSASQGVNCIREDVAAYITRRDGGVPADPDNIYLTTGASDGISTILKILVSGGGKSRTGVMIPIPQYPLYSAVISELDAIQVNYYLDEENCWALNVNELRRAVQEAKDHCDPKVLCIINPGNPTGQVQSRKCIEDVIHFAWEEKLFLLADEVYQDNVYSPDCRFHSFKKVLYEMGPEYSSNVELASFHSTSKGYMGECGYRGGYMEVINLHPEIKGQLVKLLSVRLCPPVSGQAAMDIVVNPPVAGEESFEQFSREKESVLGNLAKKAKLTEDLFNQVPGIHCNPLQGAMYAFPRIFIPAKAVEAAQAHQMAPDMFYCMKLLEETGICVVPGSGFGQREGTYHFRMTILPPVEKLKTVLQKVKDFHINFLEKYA
#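 GPT2 10ng/uL, a-KG 250uM, L-Ala 2mM, HEPES pH7.5 + 0.0001% Tween; 30 min RT. Then Amplex mix (PO/HRP/ThPP), 30 min RT dark, fluorescence. AOA 50uM used as positive control.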
# SNCA expr inh – Primary qHTS assay for inhibitors of alpha-synuclein gene (SNCA) expression. HEK-293 SNCA-luciferase knock-in, luminescence, 24 h. Potency, µM (top dose mostly 57.2 µM), inactives show at the highest dose activity change, negative = inhibition, usual class: inhibitors. 0.17% of 140,000 active. AID 1671194, 2021;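 note: potency is the fitted concentration of half-maximal effect; plate controls were DMSO cells for no effect and cell-free wells for full effect; nearly all actives have a fitted effect of over 45% in size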
# 3T3 cytotox – Cytotoxic Profiling in NIH 3T3 Cell Line of Diverse Libraries Using Quantitative High-Throughput Screening; AID 1345082, 2018; NIH 3T3 viability, CellTiter-Glo ATP luminescence, 48-72 h; 4.3% of 94,000 active; Potency, µM (series often up to 96.7 µM), without a hit: at the highest dose activity change, negative = cytotoxicity, actives largely listed as inhibitors; note: potency is the fitted concentration of half-maximal effect; nearly all actives have a fitted effect of over 55% in size
#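 Viability of NIH 3T3 cells after 48 or 72 hr compound treatment at 37 °C was assessed by CellTiter-Glo, with luminescence imaged following a 10 min room-temperature step.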
# IP6K1 inhibitor – Primary qHTS assay for small molecule inhibitors of Inositol hexaphosphate kinase 1 (IP6K1). IP6K1 kinase, ADP-Glo luminescence, 2 h; stronger effect = lower value. Inositol hexakisphosphate kinase 1 (Homo sapiens), Q92551. 0.81% of 140,000 active. activity change, % (series mostly up to about 58 µM); in the data active = activity change below about -25%
#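 ADP-Glo luminescence measures ADP made by human IP6K1 during a 2 h RT reaction with ATP/IP6 (mix at 1.3 mM/130 uM); top library doses 57.5 and 19.1 uM final.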
# Active calls of the source: *; i = inactive; ? = inconclusive; · = no result given; & = joins results of further samples; [ ] = another dose, or the depositor's remark. Unless noted, calls come from the whole dose curve; as a rule, active = well fitted curve in the direction sought with a large enough effect; inconclusive = small, poorly fitted or top-dose-only effect, or another doubt; inactive = no such curve, though single readings can be large; an effect the other way counts as inactive or inconclusive. Unless noted, % is set by controls: 0 for no effect and ±100 for the full control effect.
SMILES,FLuc inh,HEK293 viab,HEK cytotox,GPT2 inhibitor,SNCA expr inh,3T3 cytotox,IP6K1 inhibitor
COC(=O)c1nc(NC(=O)Cn2nc3c(cc2=O)CCCC3)sc1-c1ccccc1,6.5%,5.0%,?,i,8.8%,?,1.9
Cc1cc(Cl)ccc1NS(=O)(=O)c1cc2[nH]c(=O)c(=O)[nH]c2cc1C,·,-12.5%,·,·,10.6%,·,0.8
O=C(c1ccn(C(F)F)n1)N1CCc2nc(-c3ccc(Cl)cc3)[nH]c2C1,?,-10.8%,89.1µM*,5.0%,27.3%,?,0.0
COC(=O)[C@@H]1Cc2ncn(C)c2CN1C(=O)c1ccc(-c2ccccc2)cc1,?,3.0%[87.6 µM],?,0.6%[88.5 µM],2.4%[87.6 µM],-29.4%[174 µM],20.2
CCNC(=O)CC1=C2CCCCC2N(C)C1=O (configuration not stated),-4.8%,6.8%,-7.3%,i,-10.4%,i,14.6
CC(=O)Nc1ccc(CNC[C@H]2Cn3cc(-c4ccc(C)cc4)nc3CO2)cc1,70.8µM*,0.8%[87.6 µM],?,i,108.4%[activator][87.6 µM],?,9.0
COc1ccc(C(=O)N[C@H]2CO[C@H]3[C@@H]2OC[C@@H]3n2nnnc2Oc2cccc(N(C)C)c2)cc1,-27.0%,?,?,-14.2%,-26.9%,?,-11.2
C=C(C(=O)O)[C@@H]1CC[C@@]2(C)CCC[C@@](C)(O)[C@@H]2C1,·,-14.2%,·,i,·,·,8.4
COc1ccc(-c2noc(-c3nc(-c4ccc(OC)c(OC)c4)no3)n2)cc1OC,-3.0%,3.4%,-0.8%,i,18.5%,i,-9.2
COCCCNC(=O)N1C[C@@H]2CCCN3CCC[C@@H]([C@H]23)[C@H]1CCCC(=O)NCC1CC1,-2.0%,-0.1%,1.8%,3.6%,8.1%,3.9%,-1.4
O=C1NCCCCCCN(S(=O)(=O)c2ccc3c(c2)CCC3)[C@H]2CCC[C@@H]12,8.3%,-14.4%,?,-2.7%,-28.3%,?,5.8
CNC(=O)C1(N2CCC[C@H]2C(=O)NCc2cccnc2)CCCCC1,2.2%[172 µM],-4.8%[87.6 µM],i,-13.2%[88.5 µM],-16.5%[87.6 µM],i,-0.5
O=C(CCc1conc1-c1ccc(F)cc1)NC1CCCCC1,0.7%,2.0%,?,1.8%,-4.4%,-11.9%,9.0
CCOc1ccccc1C(=O)N1CCCN(c2cc(-c3ccc(F)cc3)[nH]n2)CC1,4.3%,-7.7%,?,?,-24.9%,?,12.1
COc1ccc(NC(=O)N2C[C@@H](F)C[C@H]2C(=O)N2CCc3ccccc3C2)c(C)c1,-6.3%,1.5%,0.4%,i,-0.3%,3.3%,2.5
CC(=O)c1ccc(NC(=O)CSc2nc(=O)n(Cc3ccncc3)c3c2CCC3)cc1,·,20.2%,·,·,50.7%[activator],·,1.6
COCCn1c(=O)c2c(n1Cc1ccccc1)CN(C(=O)c1cc3ccccc3n1C)CC2,-5.4%,4.3%,-10.9%,i,-22.9%,28.2µM*,2.3
COCCC(=O)N[C@H]1CC[C@]2(C)CC[C@@H]3[C@H](OC(=O)[C@H]3C)[C@H]2[C@@H]1C,-3.5%[172 µM],5.7%[87.6 µM],2.1%[172 µM],-4.1%[88.5 µM],-26.6%[87.6 µM],3.5%[174 µM],11.5
CCCCNC(=O)CN1C(=O)c2c(c3ccccc3n2C)C1c1ccc(OC)cc1 (configuration not stated),·,-0.5%,·,·,-9.0%,·,30.5
Cc1ccc(CNC(=O)N2CCCCCNC(=O)[C@@H]3CCC[C@@H]32)cc1,-12.4%,0.0%,?,i,-7.4%,-12.8%,-11.9
Cc1noc(C)c1-c1cc2cc(CO)oc2c(NCCN2CCOCC2)n1,-16.7%[172 µM],3.2%[87.6 µM],?,-36.1%[88.5 µM],32.1%[activator][87.6 µM],?,9.5
O=C(c1ccn[nH]1)N1CCN(Cc2cnn3cccnc23)CC(O)C1 (configuration not stated),-6.5%,4.0%,-0.1%,i,31.4%,i,9.3
COCCC1(C(=O)O)CCCN(C(=O)N2CCN(C)CC2)C1 (configuration not stated),-2.5%,2.8%,0.0%,-6.4%,-2.1%,2.3%,0.0
Cc1ccc(CNC(=O)C2CCCN(c3cnn(C)c(=O)c3)C2)cc1 (configuration not stated),-5.5%,?,-22.2%,-28.7%,7.5%,-11.5%,26.6

# Some of the entries so far, as tab-separated lines.
smiles	FLuc inh	HEK293 viab	HEK cytotox	GPT2 inhibitor	SNCA expr inh	3T3 cytotox	IP6K1 inhibitor
COCCn1c(=O)c2c(n1Cc1ccccc1)CN(C(=O)c1cc3ccccc3n1C)CC2	-5.4%	4.3%	-10.9%	i	-22.9%	28.2µM*	2.3
COCCC(=O)N[C@H]1CC[C@]2(C)CC[C@@H]3[C@H](OC(=O)[C@H]3C)[C@H]2[C@@H]1C	-3.5%[172 µM]	5.7%[87.6 µM]	2.1%[172 µM]	-4.1%[88.5 µM]	-26.6%[87.6 µM]	3.5%[174 µM]	11.5

# The results go on:
SMILES,FLuc inh,HEK293 viab,HEK cytotox,GPT2 inhibitor,SNCA expr inh,3T3 cytotox,IP6K1 inhibitor
Cc1ccc(C(C)C)c(OCC(=O)Nc2c(C(=O)c3ccccc3)oc3ccccc23)c1,·,-4.0%,·,·,-8.1%,·,-23.2
O=C(Cc1c[nH]c2ccccc12)N1CCCN(c2cc(-c3ccc(Br)cc3)[nH]n2)CC1,-9.0%,?,?,?,?,35.5µM*,-5.9
CCN1CCCC1CNC(=O)c1cc(S(N)(=O)=O)ccc1OC (configuration not stated),·,4.1%&7.4%,·,3.9%&-6.9%,2.6%&-1.3%,·,·
COc1ccc(NC(=O)Cn2c(=O)n(-c3ccc(C)c(C)c3)c(=O)c3c4c(sc32)CCCCC4)cc1Cl,·,?,·,·,41.8%[activator],·,-33.1*
COc1c(C(CC(C)C)OC(C)=O)ccc(Oc2c(O)cc(C)cc2/C=C/C(C)=O)c1C(=O)O (configuration not stated),·,-36.1%[23.9 µM],·,-53.1%[27.3 µM],·,·,-14.1
CCCOc1ccc(-c2cccc(NS(=O)(=O)c3cccs3)c2)nn1,·,3.1%,·,·,64.8%[activator],·,-11.5
Cc1ccc(NC(=O)COc2cccc(-c3nnc4n3CCCC4)c2)cc1,-12.9%,-2.9%,-10.4%,i,-19.2%,-20.4%,-3.1
CCN(CC)C(=O)c1sc2c(c1C)c(=O)n(-c1ccc(C)c(C)c1)c(=O)n2CC(=O)Nc1ccc(OC)cc1OC,·,14.6%,·,·,?,·,5.6
COc1cccc(-c2ccnc3nc(-c4cccs4)nn23)c1,15.8µM*,-19.0%,?,-2.7%,81.4%[activator],?,11.6
Cc1ccsc1CNC(=O)c1cccc(C#CC(C)(C)O)c1,?,1.7%,?,3.4%,75.9%[activator],?,-5.3
CC1CN(C(=O)C2CCN(c3nc(-c4ccccc4)nc4c3CCC4)CC2)CCN1 (configuration not stated),-5.2%,?,?,-3.2%,-8.2%,?,2.9
COc1ccccc1-c1nc(C(=O)N2CCN(c3ncccn3)CC2)n2ccncc12,·,7.2%,?,-8.6%,2.3%,?,10.8
CN(C)c1ccc2c(c1)OC(N)=C(C#N)C2c1cccc(C(F)(F)F)c1 (configuration not stated),·,-7.2%,·,-20.9%,·,·,6.4
O=C(Nc1cccc(F)c1)c1ccc(Cn2ccn3nc4c(c3c2=O)CCCC4)cc1,?,-29.9%,?,i,?,?,43.9
CN1CCN(C(=O)CN2CC3CC(C2)[C@H]2CCCC(=O)N2C3)CC1 (some centres not stated),0.0%,20.7%,-9.3%,i,3.9%,-7.9%,2.8
Cc1cccc(C(=O)NC2CCN(c3cc(-c4cccs4)[nH]n3)C2)c1 (configuration not stated),-1.0%,-2.0%,?,?,-11.7%,?,3.6
CCc1ccc(C2=C(C)C(N3CCC(C(=O)NCc4ccc(C)o4)CC3)=NS2(=O)=O)cc1,·,-18.9%,·,·,24.0%,·,-4.9
Cc1ccc2c(=O)c(C(=O)c3ccc(Cl)cc3)cn(CC(=O)NC3CCCCC3)c2n1,·,-3.2%,·,·,8.6%,·,-4.5
CCOC(=O)C1CCN(C(=O)c2ccc3nnc(Cc4ccc(Cl)cc4)n3c2)CC1,·,-3.8%,-8.2%,4.5%,2.0%,-29.3%,6.1
Cc1nc(-c2c3n(c(=O)n(CC(=O)Nc4ccccc4F)c2=O)CCCC3)no1,8.6%,-4.9%,-7.2%,i,-4.1%,i,16.3
CCc1noc(-c2cccn3c(CNC(=O)c4ccc(OC)c(F)c4)nnc23)n1,-3.2%,2.3%,0.2%,i,-19.8%,-18.1%,26.0
O=C(C[C@@H]1O[C@H](CNS(=O)(=O)c2ccc(Cl)cc2)[C@@H](O)[C@H]1O)N1CCN(c2ccc(F)cc2)CC1,-1.7%,-3.5%,?,-0.8%,19.5%,-29.7%,12.1
C[C@@H]1C[C@@H]([C@@H](O)C(C)(C)O)O[C@H]2C[C@@]3(C)C(=C12)C[C@H](O)[C@H]1[C@@]2(C)CCC(=O)C(C)(C)C2CC[C@@]13C (some centres not stated),·,-1.0%[23.9 µM],·,4.6%[27.3 µM],·,·,11.7
CCCC(=O)Nc1cc(C)c(O)c(-c2nc3ncccc3o2)c1,·,11.0%,·,·,8.1%,·,0.6
O=C(c1cc(F)ccc1F)N1CCC[C@H]1c1nc(-c2ccc(F)cc2)no1,8.0%,-4.8%,?,i,4.4%,-1.1%,0.6
Cc1ccc(Nc2nc3ccccc3nc2-n2nc(C)cc2C)c(Cl)c1,·,-0.9%,·,·,-3.4%,·,-3.0
COc1ccc(C(=O)N2CC[C@@H]3CN(S(C)(=O)=O)[C@@H]3C2)c(C)c1,-12.1%,-5.7%[12.5 µM],1.2%,0.3%,6.4%,-7.5%,8.6
COc1ccc(CN2CC(OCc3ccccc3F)CN(C(=O)C3=NNC(=O)CC3)CC2=O)cc1 (configuration not stated),1.6%,-8.4%,10.2%,-4.8%,14.5%,i,13.3
CCN1C(=O)C2CC3(CCN(C(=O)CC4CCCC4)CC3)CN2C1=O (configuration not stated),-1.0%,-4.9%,?,-19.9%,0.9%,-28.1%,9.2
O=C(Cn1ncc2c3ccccc3n(Cc3cccc(Cl)c3)c2c1=O)NC1CCCCCC1,·,0.9%,·,·,18.2%,·,10.5
Cc1nn(S(=O)(=O)c2ccc(F)cc2)c(C)c1S(=O)(=O)N1CCC(C)CC1,·,12.5%,·,·,-16.8%,·,4.8
CC(=O)Nc1ccc(CN2CCCC23Cc2ccccc2CN(C(=O)CCC(=O)O)C3)cc1 (configuration not stated),·,8.5%,-1.4%,i,-18.0%,-2.3%,-13.4
COc1ccc2[nH]c(C[C@@H]3C[C@@H](C(C)C)[C@H](CNCc4cccnc4)C=C3C)nc2n1,8.9%[172 µM],-24.6%[87.6 µM],63.1µM*,0.5%[88.5 µM],?,89.1µM*,-7.7
